TGFb SMAD3 inh: blocks TGF-b signaling. HepG2 CAGA-GFP TGF-b/SMAD3 reporter, GFP fluorescence, 18 h; TGF-beta stimulated, 500 pg/mL final. Potency, µM (titrated, usually from 46.1 µM), without a hit: top-dose activity, negative = inhibition, hits mostly inhibitors. 1.2% of 410,000 active. AID 588855; note: potency is the fitted concentration of half-maximal effect; % is set by controls: 0 for no effect and ±100 for the full control effect; nearly all actives have a fitted effect of over 65% in size
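HEPG2 CAGA-GFP reporter cells (1000/well, DMEM with 1% FBS) received compounds, then recombinant TGF-beta at 500 pg/mL final for 18 hours at 37 degrees C. Per-cell GFP summed per well was normalised to unstimulated and stimulated DMSO controls before curve fitting.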
HepG2 viability: kills HepG2 cells in TGF-b inhibitor counter-screen; HepG2 CAGA-GFP viability, ATP luminescence, 18 h; Potency, µM (top dose mostly 46.1 µM), for the others: at the highest dose activity change, negative = cytotoxicity, usual class: cytotoxic; 0.76% of 410,000 active; note: potency is the fitted concentration of half-maximal effect; some results filed as inactive show a strong effect at the top dose
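HepG2 CAGA-GFP cells (1000/well, DMEM with 1% FBS) received compound, then TGF-beta at 500 pg/mL final, and were incubated 18 hours at 37 degrees C. Viability was read by CellTiter-Glo luminescence. Media-only wells were set as complete cell-killing and DMSO as no toxicity.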
EPAC2 ag: agonists of human EPAC2 (RAPGEF4); 0.079% of 360,000 active; EPAC2 activation, biochemical qHTS; response scale: 100% = 6.5 mM cAMP response; Potency, µM (titrated, usually from 154 µM), for inactives: at the highest dose activation, actives largely listed as activators; Q8WZA2; AID 720711; note: potency is the fitted concentration of half-maximal effect; nearly all actives have a fitted effect of over 50% in size
Target sequence (Q8WZA2 whole entry, looked up): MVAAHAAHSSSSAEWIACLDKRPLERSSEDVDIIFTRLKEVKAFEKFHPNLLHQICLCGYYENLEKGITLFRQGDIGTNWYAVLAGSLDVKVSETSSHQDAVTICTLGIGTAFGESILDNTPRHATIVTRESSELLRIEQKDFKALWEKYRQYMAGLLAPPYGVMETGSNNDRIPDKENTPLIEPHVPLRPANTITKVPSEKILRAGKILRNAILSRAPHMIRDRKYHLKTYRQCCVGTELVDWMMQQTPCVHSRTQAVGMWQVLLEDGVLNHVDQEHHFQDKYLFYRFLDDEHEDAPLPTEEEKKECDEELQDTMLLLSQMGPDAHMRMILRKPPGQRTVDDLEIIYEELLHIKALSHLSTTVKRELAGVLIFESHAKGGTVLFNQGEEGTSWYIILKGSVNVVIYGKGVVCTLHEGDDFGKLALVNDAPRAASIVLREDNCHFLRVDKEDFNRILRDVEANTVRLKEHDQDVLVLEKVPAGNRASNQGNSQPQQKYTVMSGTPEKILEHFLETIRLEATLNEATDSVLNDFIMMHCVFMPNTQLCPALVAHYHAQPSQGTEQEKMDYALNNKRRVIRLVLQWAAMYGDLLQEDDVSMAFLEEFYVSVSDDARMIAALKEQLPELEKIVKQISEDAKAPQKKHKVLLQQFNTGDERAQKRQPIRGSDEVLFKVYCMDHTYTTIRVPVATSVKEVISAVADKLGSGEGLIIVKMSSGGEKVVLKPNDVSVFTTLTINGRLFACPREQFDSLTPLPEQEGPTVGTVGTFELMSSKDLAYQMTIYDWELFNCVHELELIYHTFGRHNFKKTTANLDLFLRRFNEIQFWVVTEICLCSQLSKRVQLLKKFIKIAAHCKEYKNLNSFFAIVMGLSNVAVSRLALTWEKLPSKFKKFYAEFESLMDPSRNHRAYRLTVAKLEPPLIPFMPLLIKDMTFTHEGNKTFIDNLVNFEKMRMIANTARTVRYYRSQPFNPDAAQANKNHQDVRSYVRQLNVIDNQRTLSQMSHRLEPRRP
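Compounds were added across a concentration range to EPAC2 (100 nM), RAP1B-BODIPY-GDP (250 nM) and GDP (50 uM). After 5 min at room temperature, fluorescence was recorded at 5-min intervals for 30 min.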
A549 tox: A549 cytotoxicity, counter-screen for Nrf2 inhibitors; A549 ARE-Fluc cells, CellTiter-Fluor viability, 18-24 h; Potency, µM (doses to about 46 µM), for inactives: at the highest dose activity change, negative = cytotoxicity, usual class: inhibitors; 0.16% of 390,000 active; AID 504648; note: potency is the fitted concentration of half-maximal effect; % is set by controls: 0 for no effect and ±100 for the full control effect
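A549 ARE-Fluc cells in 5% FBS OPTI-MEM, 5000 cells/well, rested 2 h then exposed to compounds in concentration-response for 18-24 h at 37 °C. Viability by CellTiter-Fluor fluorescence (Ex 405/Em 525) after 30 min; luciferase luminescence (BugLite, 15 min, RT) read afterwards.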
Nrf2 activator: Nrf2 pathway activation. 0.31% of 410,000 active. AREc32 ARE-luciferase reporter (MCF7-derived line), luminescence, 24 h. Potency, µM (top dose mostly 46.1 µM), for inactives: at the highest dose activation, hits mostly activators; note: potency is the fitted concentration of half-maximal effect; % of control where 0% means no effect; nearly all actives have a fitted effect of over 65% in size
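Luminescent ARE reporter assay in AREc32_Fluc cells: overnight plating at 37 deg C, 24 hr compound incubation, Steady-Glo added, 30 min RT before reading.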
ATXN2 expr inh: ATXN2 expression inhibition. HEK-293 ATXN2-luciferase reporter, luminescence, 24 h. 0.72% of 360,000 active. Potency, µM (doses to about 57 µM), inactives show top-dose activity change, negative = inhibition, most hits filed as inhibitors; note: potency is the fitted concentration of half-maximal effect; % is set by controls: 0 for no effect and ±100 for the full control effect; nearly all actives have a fitted effect of over 55% in size
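ATXN2-luciferase reporter cells (luciferase flanked by upstream and downstream ATXN2 gene portions) were treated 24 h at 37 °C with compounds at up to 57 uM. SteadyGlo luminescence gave expression; GF-AFC fluorescence gave viability.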
Nrf2 inh: Nrf2 pathway inhibition. AID 504444. A549 ARE-Fluc reporter, luciferase luminescence, 18-24 h. Potency, µM (series often up to 46 µM), without a hit: top-dose activity change, negative = inhibition, hits mostly inhibitors. 2.1% of 360,000 active; note: potency is the fitted concentration of half-maximal effect; % is set by controls: 0 for no effect and ±100 for the full control effect; nearly all actives have a fitted effect of over 60% in size
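A549 ARE_Fluc cells, 5000/well, 5% FBS OPTI-MEM; compounds in dose-response, 18-24 h at 37 °C/5% CO2; CellTiter-Fluor viability read (Ex 405/Em 525), then BugLite luciferase luminescence = Nrf2 activity.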
ATXN viability: reduces viability in counter-screen for ATXN expression inhibitors | 0.49% of 400,000 active | Potency, µM (doses to about 56.7 µM), most hits filed as cytotoxic | S2 cells (HEK-293 line with an ATXN2-luciferase reporter) viability, CellTiter-Fluor protease fluorescence, 24 h; note: potency is the fitted concentration of half-maximal effect; nearly all actives have a fitted effect of over 40% in size
IL-2 act: activators of IL-2. IL-2 activation reporter assay, cell-based qHTS; stimulated with anti-CD3/CD4/CD28 beads; in transgenic mouse T cells. activation, % (series mostly up to about 46 µM). 0.065% of 360,000 active. AID 652025; in the data active = activation above about 50%; inconclusive = mostly about 30% to 49%; note: 0% is about no effect
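Readout is EGFP and DsRed signal by fluorescent plate cytometry after 18 h at 37 degrees C. Transgenic mouse T cells (750/well) received compound for 60 min before bead stimulation (anti-CD3, anti-CD4, anti-CD28); memory T cells served as non-tolerant control.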
Active calls of the source: *; i = inactive; ? = inconclusive; nt = not tested or not shown; [ ] = remark or other dose. Unless noted, calls come from the whole dose curve; as a rule, active = well fitted curve in the direction sought with a large enough effect; inconclusive = small, poorly fitted or top-dose-only effect, or another doubt; inactive = no such curve, though single readings can be large; an effect the other way counts as inactive or inconclusive. Hits appear at their usual frequency; any-hit rate near 4.3%.

SMILES	TGFb SMAD3 inh	HepG2 viability	EPAC2 ag	A549 tox	Nrf2 activator	ATXN2 expr inh	Nrf2 inh	ATXN viability	IL-2 act
COc1ccc(-c2ccc3[nH]c4c(c3c2)CCN2C(=O)[C@@H]([C@H](C)O)[C@@H](N(C)C(=O)Nc3cc(Cl)cc(Cl)c3)C[C@@H]42)cc1	?	-41%	15%	nt	-0.9%	?	nt	i	0.9
O=C(CC1S/C(=N/N=C/c2cccs2)NC1=O)Nc1ccc(Cl)cc1 (stereo not given)	-31%	-36%	-4%	-3%	7.4%	4%	8%	?	3.0
Cc1ccccc1CN1CCC(CNc2ncnc3onc(-c4ccc(Cl)cc4)c23)CC1	6%	4%	nt	-16%	-0.3%	-3%	?	i	nt
CC(C)(C)OC(=O)N1CC2(CCCCC2)CC1Cc1ccc(C(F)(F)F)cc1 (stereo not given)	-2%	-47%	1%	nt	0.1%	-7%	nt	i	-0.4
CN(C)C(=O)c1ccc(NC(=O)COC(=O)C2(c3ccccc3)CCCC2)cc1	-18%	-21%	-2%	-1%	0.3%	nt	16µM*	i	0.2
Cc1cccc(NC(=O)N2CCc3c(sc4c3CCCC4)C2c2ccc(F)cc2)c1 (stereo not given)	0%	-14%	nt	9%	-0.5%	1%	nt	i	nt
OCCC1CN(Cc2cc3c(cc2Cl)OCO3)CCN1C1CCCCC1 (stereo not given)	-6%	1%	-8%	-9%	0.1%	-18%[11.3 µM]	?	i	2.6
CSc1nc(SCc2ccccc2)[nH]c(=O)n1	-3%	-12%	3%	nt	3.6%	nt	nt	i	-0.8
Cc1cccc(Nc2nc(-c3ccccn3)cs2)n1	?	-35%	7%	-12%	0.1%	?	23%	?	0.5
O=C(NC1CCCCCC1)C1CCN(C(=O)N2CCOc3ccccc32)CC1	-16%	-8%	nt	5%	3.6%	nt	12%	nt	nt
O=C(Nc1cccnc1)c1cc(S(=O)(=O)N2CCOCC2)ccc1Br	-15%	-20%	1%	12%	0.4%	-3%	0%	i	-0.6
COc1ccc(CN2CCc3c([nH]c4ccccc34)C2)c(OC)c1C	0%	-21%	9%	-13%	4.8%	-36%	-1%	i	-0.9
CCOC(=O)c1cc(OC(=O)c2ccc(OC)c(OC)c2)n(-c2ccccc2)n1	-5%	12%	nt	-1%	-0.8%	24%	-2%	i	nt
CCOC(=O)c1c(NC(=O)/C=C/c2ccc(C)cc2)sc(C(C)=O)c1C	-15%	-7%	nt	2%	-1.2%	1%	-10%	i	nt
CC1=C(C(=O)N2CCCCCC2)CC(CC(=O)NC2CCCC2)C(=O)N1Cc1ccc(F)cc1 (stereo not given)	nt	nt	7%	nt	-0.3%	1%	nt	i	-0.2

In the list so far, 3 contain fluorine.
SMILES	TGFb SMAD3 inh	HepG2 viability	EPAC2 ag	A549 tox	Nrf2 activator	ATXN2 expr inh	Nrf2 inh	ATXN viability	IL-2 act
CC(C)(C)OC(=O)N1CC2(CCCCC2)CC1Cc1ccc(C(F)(F)F)cc1 (stereo not given)	-2%	-47%	1%	nt	0.1%	-7%	nt	i	-0.4
Cc1cccc(NC(=O)N2CCc3c(sc4c3CCCC4)C2c2ccc(F)cc2)c1 (stereo not given)	0%	-14%	nt	9%	-0.5%	1%	nt	i	nt
CC1=C(C(=O)N2CCCCCC2)CC(CC(=O)NC2CCCC2)C(=O)N1Cc1ccc(F)cc1 (stereo not given)	nt	nt	7%	nt	-0.3%	1%	nt	i	-0.2

(continued)
SMILES	TGFb SMAD3 inh	HepG2 viability	EPAC2 ag	A549 tox	Nrf2 activator	ATXN2 expr inh	Nrf2 inh	ATXN viability	IL-2 act
COc1cccc(NS(=O)(=O)c2ccc3c(c2)n(C)c(=O)c(=O)n3C)c1	12%	-14%	0%	-6%	-0.1%	-17%	?	i	0.2
Cc1cccc(Oc2nc(-c3ccccc3)cc(C)c2S(C)(=O)=O)c1C	?	-5%	-9%	3%	0.3%	-12%	nt	i	0.2
CCOc1ccc(C2C(C(N)=O)=C(C)Nc3ncnn32)cc1OC (stereo not given)	1%	-36%	12%	1%	-0.2%	1%	-10%	i	-1.0
CCCN1Cc2cccc(C(=O)Nc3ccccc3C(=O)OC)c2C1=O	-25%	-18%	nt	12%	3.3%	-29%	9%	i	nt
Cn1ncc(Br)c1C(=O)N1CCCCCC1	12%	3%	8%	5%	0.1%	0%	2%	i	0.0
CC(C)Oc1ccc(F)cc1-c1cc(C(=O)NCc2ccc(F)cc2)[nH]n1	?	-22%	15%	nt	-0.8%	0%	nt	i	0.0
COc1cc(C)c(NC(=S)Nc2cccc(Cl)c2C)cc1OC	-18%	-2%	9%	-3%	0.3%	-5%	10%	i	-0.4
CCOC(=O)CN(C(=O)c1snc(C(N)=O)c1N)C(C(=O)NCCC(C)C)c1ccc(C)cc1 (stereo not given)	-7%	2%	-2%	nt	3.3%	nt	nt	?	-1.7
O=C(Cn1nnc(-c2ccc(N3CCOCC3)cc2)n1)N1CCOCC1	3%	3%	6%	4%	-0.3%	nt	-6%	i	0.6
COc1cc2ncc(S(=O)(=O)c3ccccc3)c(N3CCC4(CC3)OCCO4)c2cc1OC	26%	-5%	10%	-12%	-0.8%	-17%	-29%	?	-0.4
CCOC(=O)Cc1ncccc1C(=O)Nc1ccc(OC(F)(F)F)cc1	-2%	-3%	-11%	-13%	6.8%	-17%	13%	?	-0.6
CC[n+]1c(/C=C/Nc2ccccc2)sc2ccccc21	-15%	-18%	0%	-8%	4.0%	-26%	-25%	i	-2.9
FC(F)(F)c1cccc(-c2nc(-c3ccncc3)no2)c1	2%	-31%	-6%	0%	11µM*	14%	?	i	-2.0
COc1ccc(OC)c(C(O)c2nc3ccccc3n2C)c1 (stereo not given)	3%	8%	2%	-10%	-1.0%	nt	?	i	0.7
NNC(=O)CSc1nnnn1-c1ccccc1	14%	-1%	9%	?	-0.5%	nt	2%	i	0.3
CN(C(=O)c1ccc(Cl)c([N+](=O)[O-])c1)C1(C)CCS(=O)(=O)C1 (stereo not given)	?	9%	-1%	-6%	3.7%	11%	-10%	i	-0.4
O=S1(=O)CCC(n2ncc3c2/C(=C/c2ccccc2)CC3)C1 (stereo not given)	0%	24%	6%	1%	0.9%	-5%	9%	i	3.3
N=C1C(c2nc3ccccc3[nH]2)=C(O)CN1c1ccc(CC(=O)O)cc1	3%	4%	-7%	-4%	-0.2%	18%	nt	i	-1.1
O=C(c1ccc(F)cc1)N1CCN(C(=O)c2ccc([N+](=O)[O-])cc2)CC1	13%	-4%	-8%	-6%	3.0%	4%	-11%	i	-4.1
COc1cc(-c2nnc(SCC3(c4ccccc4)OCCO3)o2)cc(OC)c1OC	5%	6%	5%	-1%	13%	0%	2%	i	-0.5
COc1cccc(C(c2sc3nc(-c4ccco4)nn3c2O)N2CCN(C)CC2)c1 (stereo not given)	19%	1%	nt	-3%	-0.2%	4%	nt	i	nt
Nc1ccc(CSc2ccc(Cl)cc2)cc1	-9%	-6%	8%	4%	-0.4%	21%	10%	i	0.3
CCOC(=O)C1CCCN(C(=O)c2ccc3nc(-c4ccccc4)c(-c4ccccc4)nc3c2)C1 (stereo not given)	?	-14%	15%	1%	1.4%	nt	-14%	i	0.5
CCn1c(SCC(=O)N2c3ccccc3CC2C)nnc1-c1ccco1 (stereo not given)	-19%	-26%	4%	1%	2.0%	-7%	-4%	i	0.0
Cc1csc2c(SCC(=O)NNC(=O)C(Cl)Cl)ncnc12	-6%	-16%	12%	-25%	0.8%	nt	?	i	0.1
COc1ccccc1C(O)c1ncc(-c2ccc(Cl)cc2)[nH]1 (stereo not given)	-5%	-5%	9%	nt	0.0%[9.22 µM]	9%	nt	i	-0.6
COc1cc(NC(=O)c2ccc(Cl)cc2)c(Cl)cc1NC(=O)c1cccnc1	0%	0%	3%	0%	0.0%	0%	-2%	i	-1.7
O=C1NC[C@@H](CCCCN2CCN(CCC3CCCCC3)C(=O)C2=O)N(CCC2CCCCC2)C1=O	nt	nt	-3%	nt	-1.2%	0%	nt	i	1.4
CCOC(=O)CC(=O)CSc1nc2c(C)c(C)ccc2cc1C	-2%	-20%	1%	-5%	0.0%	2%	-4%	i	-2.2
O=C(COc1ccccc1Cl)NCCCNC(=O)c1ccco1	6%	20%	5%	1%	0.3%	0%	-21%	i	1.2
CSc1cccc(N2CC(C(=O)N(CC(C)C)c3c(N)n(Cc4ccccc4)c(=O)[nH]c3=O)CC2=O)c1 (stereo not given)	-21%	-4%	-10%	-11%	-0.2%	8%	5%	i	-4.5
Cc1ccc(CNC(=O)CCCn2c(=O)c3ccccc3n(CC(=O)NC3CCCC3)c2=O)cc1	-2%	-34%	-3%	10%	-0.3%	1%	nt	i	0.1
CC(C)N(Cc1nc(-c2ccc(Cl)cc2)no1)C(=O)CCCN1C(=O)c2ccccc2C1=O	-31%	-33%	12%	1%	0.3%	-26%	?	i	-3.8
COC(=O)C1=C(N)Oc2cc(C)n(Cc3ccco3)c(=O)c2C1c1cccc(Cl)c1 (stereo not given)	12%	-17%	25%	-12%	3.1%	1%	?	i	-0.4
O=C(CCC(=O)OCC(=O)c1ccc(Br)cc1)Nc1ccc(Br)c2cccnc12	-18%	-10%	9%	2%	-0.1%	-7%	-8%	i	-1.2
CN(C)/C=C1\N=C(c2ccc(Cl)cc2Cl)OC1=O	11%	-2%	4%	-5%	-0.4%	26%	-4%	i	-0.7
CC(CCc1ccccc1)NC(=O)CCCn1ncn2c(cc3occc32)c1=O (stereo not given)	11%	5%	8%	0%	0.0%	5%	-30%	?	-3.0
COc1ccc(S(=O)(=O)N2CCCC(C(=O)NCC3CCCO3)C2)cc1C (stereo not given)	-3%	-57%	8%	-4%	0.1%	-5%	-8%	i	-3.9
CC(C)C[C@H](NC(=O)Nc1ccc(S(N)(=O)=O)cc1)C(=O)O	0%	1%	2%	1%	-0.6%	-7%	-18%	i	-1.5

Screening results deposited in PubChem BioAssay by National Center for Advancing Translational Sciences (NCATS).
